# GLD-1 TGE inh = GLD-1/TGE RNA complex disruptors, primary screen, biochemical, fluorescence polarization. inhibition, % at 5.96 µM. purified GLD-1 + fluorescein TGE RNA. 320,000 compounds, 0.44% hits;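 active means percent inhibition above a per-plate cutoff, the plate mean of test compounds plus 3 SD, cut at about 30% in these data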;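 further: 0% = DMSO wells with GLD-1 and probe and 100% = wells lacking GLD-1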
# Target sequence (Q17339 whole entry, looked up): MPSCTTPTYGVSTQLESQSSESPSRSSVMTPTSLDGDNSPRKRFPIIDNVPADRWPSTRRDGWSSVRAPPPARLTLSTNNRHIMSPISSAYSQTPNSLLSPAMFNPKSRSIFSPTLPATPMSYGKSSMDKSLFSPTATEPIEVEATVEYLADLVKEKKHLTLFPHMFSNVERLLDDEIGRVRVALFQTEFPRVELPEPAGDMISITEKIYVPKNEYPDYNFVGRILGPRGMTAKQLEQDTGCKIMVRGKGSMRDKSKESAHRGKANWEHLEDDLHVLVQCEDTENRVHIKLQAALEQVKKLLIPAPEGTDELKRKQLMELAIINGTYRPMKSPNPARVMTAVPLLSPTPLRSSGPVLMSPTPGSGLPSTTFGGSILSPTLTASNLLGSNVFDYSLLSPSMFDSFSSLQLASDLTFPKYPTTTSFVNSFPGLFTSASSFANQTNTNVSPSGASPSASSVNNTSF
# Yeast superoxide = reduction of superoxide in aged yeast, primary screen, HTS; S. cerevisiae aged cells, superoxide DHE fluorescence; hits give low values; superoxide response (% of plate mean), % at 10 µM; 330,000 compounds, 0.18% hits; AID 2690, 2010;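 active means superoxide response under a set limit, about three screen SD below normal, cut at about 65% in these data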;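 further: yeast aged for seven days with compound at 30 °C before DHE staining; 100% = average MFI of all compound-treated wells on the plate with controls excluded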
# GRK2 inh = compounds blocking aptamer binding on GRK2 – biochemical, human GRK2, bead flow cytometry, HTS, primary screen; Beta-adrenergic receptor kinase 1 (Homo sapiens), P25098; FAM-aptamer displacement from GRK2; inhibition of aptamer binding, % at 10 µM; 330,000 compounds, 0.59% hits; AID 488847, 2010;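 active means inhibition of aptamer binding above 40%, roughly 3 SD of noise, on plates passing a quality check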;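 further: median bead fluorescence of bound FAM aptamer so fluorescent compounds give negative values; no value below 0 was filed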
# MEX-5 binding = MEX-5 zinc finger RNA-binding disruptors – biochemical, C. elegans, fluorescence polarization, MLPCN library, primary screen; 300,000 compounds, 0.38% hits; MEX-5/FITC-TCR2 RNA binding; hits give low values; Zinc finger protein mex-5 (Caenorhabditis elegans), Q9XUB2; activity score (negative = inhibition of binding), % at 10 µM;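 active means inhibition past about -25% in most replicates, and total fluorescence under double the plate's negative control median, limit read from the data; inconclusive means replicates evenly split on the limit, or fluorescence at least double controls; inactive means too little inhibition in most replicates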;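 further: 0% = DMSO and -100% = 5 µM competing unlabeled TCR2 RNA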
# Bcl-xL primary = inhibitors of human Bcl-xL, primary screen, biochemical, fluorescence polarization, HTS | Bcl-2-like protein 1 (Homo sapiens), Q07817 | GST-Bcl-xL / FITC-Bim BH3 peptide fluorescence polarization | inhibition, % at 10.9 µM | 320,000 compounds, 0.7% hits | AID 2129, 2009;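 active means inhibition above the mean of all tested compounds plus 3 SD, cutoff set per campaign, cut at about 30% in these data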;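 further: 0% = DMSO wells and 100% = unlabeled Bim-BH3 peptide competitor; inhibitors lower millipolarization by displacing the labeled peptide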
# Target sequence (Q07817 whole entry, looked up): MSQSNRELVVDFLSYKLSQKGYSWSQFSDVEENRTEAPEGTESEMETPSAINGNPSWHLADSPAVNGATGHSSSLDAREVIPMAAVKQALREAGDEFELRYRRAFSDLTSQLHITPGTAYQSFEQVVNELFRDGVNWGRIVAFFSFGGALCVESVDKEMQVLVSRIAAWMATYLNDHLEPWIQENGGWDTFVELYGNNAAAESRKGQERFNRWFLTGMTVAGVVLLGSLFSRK
# AGP1-GFP MLPCN = modulators of AGP1-GFP expression in yeast TOR pathway, primary screen, cell-based, multiplex flow cytometry, S. cerevisiae, MLPCN library; 3 h; GFP as percent of DMSO wells; GFP response vs DMSO, % at 10 µM; 320,000 compounds, 0.02% hits; AID 2066, 2009;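 active means GFP response relative to DMSO above a set limit, near screen average plus 3 SD, cut at about 150% in these data; inconclusive means fewer than 70 cells counted for the yeast strain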;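 further: median GFP channel fluorescence of the gated AGP1 strain per well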
# CIT2 TOR yeast = modulators of CIT2-GFP expression in yeast, primary screen, S. cerevisiae, GFP fusion, multiplex flow cytometry, MLPCN library. GFP response vs DMSO, % at 10 µM. 320,000 compounds, 0.065% hits. S. cerevisiae CIT2-GFP strain, 3 h; 100 means same as DMSO wells;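 active means GFP response relative to DMSO above a set limit, near the screen mean plus 3 SD, cut at about 150% in these data; inconclusive means Fewer than 70 cells measured for a yeast strain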;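 further: ratio of well median GFP fluorescence to mean of DMSO wells on the plate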
# MCL1-BIM inh = inhibitors of MCL1 binding to BIM-BH3, primary screen, biochemical, fluorescence polarization; Induced myeloid leukemia cell differentiation protein Mcl-1 (Homo sapiens), Q07820; GST-MCL1 / FITC-Bim-BH3 fluorescence polarization; inhibition, % at 10.9 µM; 320,000 compounds, 0.68% hits;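 active means inhibition above the mean inhibition of all tested compounds plus 3 SD, set per campaign, cut at about 40% in these data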;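 further: 0% = DMSO wells and 100% = unlabeled Bim-BH3 peptide control; higher means more loss of mP so more displacement of Bim peptide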
# Target sequence (Q07820 whole entry, looked up): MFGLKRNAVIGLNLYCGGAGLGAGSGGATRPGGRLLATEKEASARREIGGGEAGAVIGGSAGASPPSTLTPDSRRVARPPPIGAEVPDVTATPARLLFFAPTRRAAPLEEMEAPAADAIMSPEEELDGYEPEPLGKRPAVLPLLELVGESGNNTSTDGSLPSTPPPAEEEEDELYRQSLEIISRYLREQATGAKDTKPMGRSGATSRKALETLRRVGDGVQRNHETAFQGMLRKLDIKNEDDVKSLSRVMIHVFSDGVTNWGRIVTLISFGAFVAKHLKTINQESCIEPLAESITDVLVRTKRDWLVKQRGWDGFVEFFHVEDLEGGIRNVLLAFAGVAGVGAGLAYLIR
# VLA-4 inh = inhibition in human VLA-4 binding assay, primary screen, VLA-4 allosteric modulator project, MLPCN library, flow cytometry, VLA-4 expressing cells; inhibition, % (about 7 µM as worked out from the volumes in the protocol); ligand binding flow cytometry; 330,000 compounds, 0.2% hits; AID 2557, 2010; in the data active means inhibition above about 50%
# * = called active by the depositor; u = inconclusive; x = no result given.
SMILES,GLD-1 TGE inh,Yeast superoxide,GRK2 inh,MEX-5 binding,Bcl-xL primary,AGP1-GFP MLPCN,CIT2 TOR yeast,MCL1-BIM inh,VLA-4 inh
O=C1NC(c2cccc(Cl)c2)Nc2ccccc21 (centres undefined),-4,89,0,-2.0,2,88,77,4,26
N#Cc1nc(COc2ccccc2)oc1N1CCCCC1,1,92,0,0.6,0,92,84,-2,2
Fc1ccccc1-c1csc(-c2cccnc2)n1,-2,98,0,2.3,2,98,109,-6,-93
Cc1ccc(S(=O)(=O)c2ccc(Oc3ccccc3)cc2)cc1,-2,105,0,-3.0,6,99,95,-9,3
COc1ccc(C)cc1NC(=O)Nc1ccc(Br)cn1,-3,101,2,1.9,5,109,101,0,-2
O=C(N=Nc1c(O)[nH]c2ccccc12)c1cc(-c2ccc(F)cc2)n[nH]1,10,104,0,0.2,6,97,94,7,-12
O=C(CC(=O)Nc1cccc(Cl)c1Cl)Nc1cccc(Cl)c1Cl,-10,100,0,0.5,1,99,94,-2,-3
O=C(CN1CC[n+]2c(-c3cccs3)csc21)c1ccc(-c2ccccc2)cc1,1,98,0,-0.2,6,99,90,9,5
CCC(C)(C)C1CCC2(CC1)NC(=O)N(CC(=O)NCCCc1ccccc1)C2=O (centres undefined),6,87,2,x,2,102,89,-4,14
O=C(CCN=C1NS(=O)(=O)c2ccccc21)Nc1ccc(F)cc1Cl,6,113,0,x,x,102,91,x,21

# 5 of the compounds above, with two lines to a compound.
# Each structure is followed by: GLD-1 TGE inh | Yeast superoxide | GRK2 inh | MEX-5 binding | Bcl-xL primary | AGP1-GFP MLPCN | CIT2 TOR yeast | MCL1-BIM inh | VLA-4 inh
> Fc1ccccc1-c1csc(-c2cccnc2)n1
→ -2 | 98 | 0 | 2.3 | 2 | 98 | 109 | -6 | -93
> Cc1ccc(S(=O)(=O)c2ccc(Oc3ccccc3)cc2)cc1
→ -2 | 105 | 0 | -3.0 | 6 | 99 | 95 | -9 | 3
> COc1ccc(C)cc1NC(=O)Nc1ccc(Br)cn1
→ -3 | 101 | 2 | 1.9 | 5 | 109 | 101 | 0 | -2
> O=C(N=Nc1c(O)[nH]c2ccccc12)c1cc(-c2ccc(F)cc2)n[nH]1
→ 10 | 104 | 0 | 0.2 | 6 | 97 | 94 | 7 | -12
> O=C(CC(=O)Nc1cccc(Cl)c1Cl)Nc1cccc(Cl)c1Cl
→ -10 | 100 | 0 | 0.5 | 1 | 99 | 94 | -2 | -3

# Next part
SMILES,GLD-1 TGE inh,Yeast superoxide,GRK2 inh,MEX-5 binding,Bcl-xL primary,AGP1-GFP MLPCN,CIT2 TOR yeast,MCL1-BIM inh,VLA-4 inh
COc1ccc(CN(C(=O)Cn2nnc3ccccc32)C(C(=O)NC(C)(C)C)c2ccco2)cc1 (centres undefined),-6,121,0,-3.0,0,99,104,3,-1
CC(C)c1csc(CN2CCC(N3CCC(C(=O)N4CCOCC4)CC3)CC2)n1,-6,100,0,0.9,3,100,90,1,8
CCCCn1c(N)c(N(CCC(C)C)C(=O)c2ccc(C)o2)c(=O)[nH]c1=O,0,129,0,x,-3,103,99,3,2
O=S(=O)(c1cccs1)N1CN(C2CCCCC2)c2nc3ccccc3nc21,5,100,0,0.9,7,105,104,3,2
CCN(CC)CCNC(=O)c1cn(C)c2ccc(S(=O)(=O)N(C)C3CCCCC3)cc2c1=O,11,96,0,0.6,2,103,97,3,12
CCn1c(CNC(=O)c2ccco2)nnc1SCC(=O)c1ccc(OC)cc1,5,120,4,-2.0,2,102,101,-3,-7
CCC(C)(NC=O)C(=O)Nc1c(C)cccc1C (centres undefined),-2,101,0,-2.8,-4,116,112,-3,7
[N-]=[N+]=NC[C@H](c1ccccc1)N1CCN(Cc2ccccc2)CCC1=O,4,98,1,0.6,3,94,89,-6,17
O=C1N/C(=N\N=C\c2ccco2)SC1Cc1ccccc1[N+](=O)[O-] (centres undefined),-6,96,0,0.5,8,81,104,5,4
Cc1ccc(C)c(CN2CCC(CNC(=O)Nc3ccc(C)c(C)c3)CC2)c1,-10,111,0,1.6,1,91,92,4,22
C=CCc1cccc2cc(C(=O)NC3=C(C#N)CCC3)c(=O)oc12,3,100,1,0.8,2,x,91,5,-2
Cc1cccc(NS(=O)(=O)c2cccc(C(=O)NCC(C)(C)N3CCOCC3)c2)c1,-1,94,1,4.0,0,92,89,1,-10
O=C(CCN1C(=O)C2CCCCC2C1=O)Nc1ccc(F)c(F)c1F (centres undefined),-4,90,0,1.7,4,93,94,9,17
CSCc1ccc(C(=O)OCc2nc3ccccc3s2)o1,3,112,0,x,x,101,92,x,-5
Cc1ccc(C2C(C#N)C(C#N)N3CCCN23)cc1 (centres undefined),0,116,0,2.0,5,103,98,-14,8
O=c1c2ccccc2c(C=NCCCN2CCOCC2)c(O)n1Cc1ccccc1,9,105,0,-1.8,-1,97,101,-8,5
CCCCNC(=O)c1cccnc1SCC(=O)Nc1ccccc1OC,0,81,12,-0.7,0,105,108,9,-15
N#C/C(=C\c1cccc(OC(=O)c2cccs2)c1)C(N)=O,-3,106,0,0.3,-1,94,98,-5,-1
CCOc1ccc(Oc2ccc(NC(=O)[C@@H](NC(N)=O)[C@@H](C)CC)cc2)cc1,-3,111,96*,1.3,-4,107,105,-1,2
COc1cccc(NC(=O)CCN2C(=O)c3ccc([N+](=O)[O-])cc3C2=O)c1,-2,107,0,-0.4,3,100,104,-4,2

# As entered above:
# COc1cccc(NC(=O)CCN2C(=O)c3ccc([N+](=O)[O-])cc3C2=O)c1 @ GLD-1 TGE inh: -2
# CCOc1ccc(Oc2ccc(NC(=O)[C@@H](NC(N)=O)[C@@H](C)CC)cc2)cc1 @ GLD-1 TGE inh: -3
# C=CCc1cccc2cc(C(=O)NC3=C(C#N)CCC3)c(=O)oc12 @ MEX-5 binding: 0.8
# O=c1c2ccccc2c(C=NCCCN2CCOCC2)c(O)n1Cc1ccccc1 @ GLD-1 TGE inh: 9
# N#C/C(=C\c1cccc(OC(=O)c2cccs2)c1)C(N)=O @ CIT2 TOR yeast: 98

# Carrying on:
SMILES,GLD-1 TGE inh,Yeast superoxide,GRK2 inh,MEX-5 binding,Bcl-xL primary,AGP1-GFP MLPCN,CIT2 TOR yeast,MCL1-BIM inh,VLA-4 inh
COCCSc1ccccc1C(=O)Nc1cc([N+](=O)[O-])ccc1OC,3,88,0,2.0,4,96,86,5,-4
CC(=O)NCCNC(=O)c1cc(-c2cccc3ccccc23)nc2ccccc12,-1,106,1,0.3,4,104,105,-2,9
COc1ccc(-c2ccc(NCCN3CCOCC3)nn2)cc1OC,-4,102,1,-1.0,1,96,108,7,2
O=C(COC(=O)c1cccc([N+](=O)[O-])c1)c1ccc(OCc2ccccc2)cc1,10,88,1,-0.3,10,92,96,17,11
Cc1ccnc(NC(=O)c2ccc3[nH]c(=O)c(=O)[nH]c3c2)c1,0,106,0,-2.4,7,100,105,2,6
COc1ccc2c(c1)c(CCNNC(=O)C(C)(C)C)c(C)n2C(=O)c1ccc(Cl)cc1,5,91,4,2.4,6,89,92,5,-10
COc1ccc(N2C(=O)C3CCCN3C2c2cc(OC)c(OC)c(OC)c2)cc1 (centres undefined),-2,109,3,-0.3,-4,103,95,-7,5
Cc1ccc(C(=O)CCC(=O)OCC(=O)NNC(=O)c2ccccc2Cl)cc1,4,126,2,x,-4,104,106,-12,20
CNC(=O)Cn1nc(-c2ccc(C)cc2)c2ccccc2c1=O,0,103,6,-0.3,4,103,102,4,6
Cc1noc(C)c1CSCC(=O)Nc1cc(S(C)(=O)=O)ccc1Cl,-3,100,16,1.1,-3,108,98,-11,3

# Shown field by field: entries from further up
> Cc1ccnc(NC(=O)c2ccc3[nH]c(=O)c(=O)[nH]c3c2)c1
- GLD-1 TGE inh: 0
- Yeast superoxide: 106
- GRK2 inh: 0
- MEX-5 binding: -2.4
- Bcl-xL primary: 7
- AGP1-GFP MLPCN: 100
- CIT2 TOR yeast: 105
- MCL1-BIM inh: 2
- VLA-4 inh: 6

> COc1ccc2c(c1)c(CCNNC(=O)C(C)(C)C)c(C)n2C(=O)c1ccc(Cl)cc1
- GLD-1 TGE inh: 5
- Yeast superoxide: 91
- GRK2 inh: 4
- MEX-5 binding: 2.4
- Bcl-xL primary: 6
- AGP1-GFP MLPCN: 89
- CIT2 TOR yeast: 92
- MCL1-BIM inh: 5
- VLA-4 inh: -10

> COc1ccc(N2C(=O)C3CCCN3C2c2cc(OC)c(OC)c(OC)c2)cc1 (centres undefined)
- GLD-1 TGE inh: -2
- Yeast superoxide: 109
- GRK2 inh: 3
- MEX-5 binding: -0.3
- Bcl-xL primary: -4
- AGP1-GFP MLPCN: 103
- CIT2 TOR yeast: 95
- MCL1-BIM inh: -7
- VLA-4 inh: 5

# The results go on.
SMILES,GLD-1 TGE inh,Yeast superoxide,GRK2 inh,MEX-5 binding,Bcl-xL primary,AGP1-GFP MLPCN,CIT2 TOR yeast,MCL1-BIM inh,VLA-4 inh
O=C(Cc1cccs1)NCc1ccc(Cl)cc1,3,101,4,-0.8,6,103,104,0,0
Cc1ccc(Oc2ccc(/C=N/O)cn2)cc1,6,98,0,x,-2,106,100,-3,24
O=C(Nc1ccc(S(=O)(=O)NCC2CCCO2)cc1)c1cnccn1 (centres undefined),-9,101,2,-0.2,4,102,106,0,-2
Cn1c(=O)n(CCOc2ccc(Cl)cc2Cl)c2ccccc21,11,92,1,0.0,-2,102,89,2,4
CC1=C(C(=O)OCC2CCCO2)C(c2ccncc2)C2=C(CC(C)(C)CC2=O)N1 (centres undefined),5,107,0,0.0,3,94,u,4,-2
O=C(O)c1ccc(-n2nnc3ccccc32)c([N+](=O)[O-])c1,0,111,4,1.2,0,98,96,0,6
O=C(O)c1ccccc1Nc1ccccc1C(=O)O,-2,105,0,-0.9,3,x,98,3,3
OCCNc1nc(NCCC2=CCCCC2)nc(N2CCOCC2)n1,-4,108,0,1.1,3,100,97,5,4
Nc1cc(=O)[nH]c(SCC(=O)NCCC2=CCCCC2)n1,3,100,0,x,x,108,117,x,7
O=[N+]([O-])c1cc(S(=O)(=O)Nc2ccccc2)ccc1N1CCN(c2ccccc2)CC1,-1,112,3,1.9,3,93,89,5,7
COc1ccc(OC)c(S(=O)(=O)NC2CC2)c1,0,99,2,-0.3,2,101,108,5,0

# Source: PubChem BioAssay (several laboratories)
